# Source: PubChem BioAssay
# Tb PFK block = inhibitors of T. brucei phosphofructokinase; O15648; T. brucei PFK, ADP-Glo luminescence; Potency, µM (doses to about 57.5 µM), inactives show top-dose activity, negative = inhibition, usual class: inhibitors; 0.17% of 330,000 active; AID 485367;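 note: potency is the fitted concentration of half-maximal effect; 0% = uninhibited 1x PFK enzyme wells and -100% = no-enzyme wells; nearly all actives have a fitted effect of over 60% in size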
#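 Luminescent ADP detection (ADP-Glo, two-step: ATP depletion then ADP-to-ATP conversion for luciferase) reported PFK activity after 45 min room-temperature reaction of 1.25 nM enzyme with 0.5 mM F6P and 0.1 mM ATP at pH 8.0.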
# Rab9 promoter act = activates the Rab9 promoter; Potency, µM (top dose mostly 9.22 µM), for inactives: at the highest dose activation, negative = inhibition, hits mostly activators; Huh7 Rab9 promoter-luciferase reporter, luminescence, 24 h; 2.8% of 320,000 active; AID 485297; note: potency is the fitted concentration of half-maximal effect; % of control where 0% means no effect; nearly all actives have a fitted effect of over 60% in size
#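 Quantitative HTS format; Huh7 Rab9-luciferase reporter cells (1500/well) receive compound 2 h post-plating, incubate 24 h at 37 °C, then get luciferase reagent for 10 min before luminescence reading.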
# ELG1 repair inh = inhibitors of ELG1-dependent DNA repair in HEK293T cells. Potency, µM (highest dose often 46.1 µM), inactives show top-dose activity change, negative = inhibition, actives largely listed as inhibitors. 2.3% of 330,000 active. HEK293T ELG1-luciferase reporter, luminescence, 16 h; DNA damage induced by 5-fluorouridine; note: potency is the fitted concentration of half-maximal effect; % is set by controls: 0 for no effect and ±100 for the full control effect; nearly all actives have a fitted effect of over 55% in size
#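 Step one: seed 2,000 cells per well. Step two: pin-transfer compound or DMSO alongside 5-fluorouridine. Step three: incubate 16 hr, 37 °C, 5% CO2. Step four: add ONE-Glo, wait 30 min, read luminescence.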
# Gal4-VP16 FLuc = inhibits Gal4-VP16 luciferase reporter, ROR gamma counter-screen | Drosophila S2 Gal4-VP16 UAS-luciferase, luminescence, 20 h | Potency, µM (highest dose often 53.6 µM), for the others: top-dose activity, negative = inhibition, hits mostly inhibitors | 3.5% of 310,000 active | AID 2546;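 note: Gal4-VP16 expression switched on by copper sulfate through the metallothionein promoter; potency is the fitted concentration of half-maximal effect; % is set by controls: 0 for no effect and ±100 for the full control effect; nearly all actives have a fitted effect of over 50% in size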
# ELG1 genotox = inducers of genotoxicity in HEK293T ELG1-luciferase cells | HEK293T ELG1-luciferase reporter, luminescence, 16 h | Potency, µM (doses to about 46 µM), without a hit: at the highest dose activity change, positive = activation, hits mostly activators | 1.3% of 330,000 active | AID 504466; note: potency is the fitted concentration of half-maximal effect; % of control where 0% means no effect; nearly all actives have a fitted effect of over 60% in size
#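 Quantitative HTS format in 1536-well plates. HEK293T ELG1-luciferase reporter cells receive test compound and are incubated 16 hr at 37 °C, 5% CO2; ONE-Glo added, 30 min room temperature, then luminescence read.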
# RORg inh = ROR gamma (mouse) transcription inhibition | P51450 | Drosophila S2 Gal4-RORgamma UAS-luciferase reporter, 20 h | Potency, µM (doses to about 53.6 µM), for the others: at the highest dose activity change, negative = inhibition, hits mostly inhibitors | 5.4% of 310,000 active; note: potency is the fitted concentration of half-maximal effect; % is set by controls: 0 for no effect and ±100 for the full control effect; nearly all actives have a fitted effect of over 60% in size
# Target sequence (P51450 whole entry, looked up, the tested form may be a part): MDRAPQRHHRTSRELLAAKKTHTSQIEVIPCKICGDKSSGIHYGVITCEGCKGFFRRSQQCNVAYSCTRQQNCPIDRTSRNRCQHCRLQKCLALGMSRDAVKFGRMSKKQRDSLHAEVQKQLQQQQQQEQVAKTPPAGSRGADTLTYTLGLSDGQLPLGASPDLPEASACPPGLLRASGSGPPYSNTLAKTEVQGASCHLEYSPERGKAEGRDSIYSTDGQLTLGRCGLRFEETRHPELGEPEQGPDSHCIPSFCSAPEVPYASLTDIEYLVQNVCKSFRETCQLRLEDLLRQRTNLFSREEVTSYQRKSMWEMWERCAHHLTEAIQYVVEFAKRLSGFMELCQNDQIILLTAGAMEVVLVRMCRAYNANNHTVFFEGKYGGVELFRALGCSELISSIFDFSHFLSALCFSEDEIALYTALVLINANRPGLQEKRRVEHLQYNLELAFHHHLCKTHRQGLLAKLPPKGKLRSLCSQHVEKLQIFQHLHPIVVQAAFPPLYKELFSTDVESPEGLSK
#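 Drosophila Schneider cells stably carrying a metallothionein-driven Gal4 DBD–ROR gamma fusion and a UAS-Photinus luciferase reporter were exposed to compound for 1 hr, then induced with copper sulfate (700 uM final) for 20 hr at ambient temperature before luminescence reading.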
# p53 reactivator = mutant p53 re-activation in reporter cells; H1299 p53-A138V BP100-luciferase reporter, luminescence, 24 h; Potency, µM (top dose mostly 92.2 µM), for the others: at the top dose activity change, positive = activation, actives largely listed as activators; 0.063% of 320,000 active; AID 504706; note: potency is the fitted concentration of half-maximal effect; % of control where 0% means no effect; nearly all actives have a fitted effect of over 45% in size
#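 H1299 (p53-null), stable ts p53-A138V + BP100-Luc; 1000 cells/well, Opti-MEM/10% FBS; cpd 4 pt, 1:5; 24 h, 37 deg C, 5% CO2; detection reagent 10 min RT; luminescence.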
# NPC1 promoter act = NPC1 promoter activation; Potency, µM (top dose mostly 9.22 µM), for the others: at the top dose activation, most hits filed as activators; 2.4% of 320,000 active; Huh7 NPC1 promoter luciferase reporter, 24 h; AID 485313;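 note: potency is the fitted concentration of half-maximal effect; % of control where 0% means no effect; nearly all actives have a fitted effect of over 60% in size; reporter is driven by a mutant NPC1 promoter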
#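 Cells: Huh7 expressing luciferase under the NPC1 promoter, 1500/well. Seeded 2 h, compound added, incubated 24 h at 37 °C. Luciferase reagent, 10 min ambient, then luminescence.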
# TRPV1 agonist = agonists of human vanilloid receptor 1 (TRPV1); Q8NER1; TRPV1-expressing cells, Fluo-8 calcium influx, agonist mode; activation, % at 8.33 µM; 0.19% of 320,000 active; in the data active = activation above about 80%; inconclusive = between about 30% and that limit; note: 0% is about no effect
#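 Fluo-8 calcium influx in TRPV1-expressing cells, kinetic read (ex 480/em 520 nm). Compound added and read 3 min for agonist activity, followed by capsaicin at EC20 final and 2 min further read for enhancement.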
# BRCA1 expr act = increases BRCA1 expression | MCF7-BRCA1-FFLuc reporter, luminescence, 48 h; response scale: scaled: vehicle 0%, 10 µM genistein 100% | Potency, µM (top dose mostly 46.1 µM), for inactives: at the top dose activation, usual class: activators | 1.1% of 380,000 active; note: potency is the fitted concentration of half-maximal effect; nearly all actives have a fitted effect of over 80% in size; some results filed as inactive show a strong effect at the top dose
#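 Activators of BRCA1 expression were detected as increased firefly luciferase luminescence in engineered MCF7 cells after 48 h compound incubation. Signals were scaled to genistein 10 microM as full activation.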
# FLuc counter = firefly luciferase modulation, counter-screen for miR-21 project | purified FLuc, Km substrates, luminescence inhibition | Potency, µM (top dose mostly 57.5 µM), for the others: at the highest dose activity change, negative = inhibition, usual class: inhibitors | 6.9% of 360,000 active | AID 588342;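 note: potency is the fitted concentration of half-maximal effect; plate controls were vehicle for no effect and reference inhibitor for full effect; nearly all actives have a fitted effect of over 55% in size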
# Target sequence (P08659 whole entry, looked up): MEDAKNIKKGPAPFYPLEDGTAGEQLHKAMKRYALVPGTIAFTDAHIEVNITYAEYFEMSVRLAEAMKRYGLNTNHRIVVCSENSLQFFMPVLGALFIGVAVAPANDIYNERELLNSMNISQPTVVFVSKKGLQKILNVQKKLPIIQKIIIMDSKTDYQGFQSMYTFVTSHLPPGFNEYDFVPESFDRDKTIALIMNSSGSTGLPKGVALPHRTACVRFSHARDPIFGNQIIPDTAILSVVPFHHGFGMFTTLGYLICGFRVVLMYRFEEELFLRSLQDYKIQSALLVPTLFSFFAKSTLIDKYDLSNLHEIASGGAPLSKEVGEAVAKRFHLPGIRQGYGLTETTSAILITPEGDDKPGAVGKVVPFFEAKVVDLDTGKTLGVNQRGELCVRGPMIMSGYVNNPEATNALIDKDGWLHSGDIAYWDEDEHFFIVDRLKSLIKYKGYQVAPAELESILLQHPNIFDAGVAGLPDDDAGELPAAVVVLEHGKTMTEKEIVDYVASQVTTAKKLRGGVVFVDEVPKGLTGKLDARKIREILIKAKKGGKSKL
#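 Biochemical qHTS of compounds, final roughly 60 µM downward over six points, against 10 nM purified firefly luciferase using Km concentrations of substrates (10 uM D-luciferin, 10 uM ATP) in Tris acetate pH 7.5 buffer; luminescence output.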
# Numbers without * were called inactive; ? = inconclusive; · = not tested or not shown; & = joins results of further samples; [ ] = dose if it differs, or a comment. Unless noted, calls come from the whole dose curve; as a rule, active = well fitted curve in the direction sought with a large enough effect; inconclusive = small, poorly fitted or top-dose-only effect, or another doubt; inactive = no such curve, though single readings can be large; an effect the other way counts as inactive or inconclusive.
SMILES,Tb PFK block,Rab9 promoter act,ELG1 repair inh,Gal4-VP16 FLuc,ELG1 genotox,RORg inh,p53 reactivator,NPC1 promoter act,TRPV1 agonist,BRCA1 expr act,FLuc counter
COc1cccc(N2CCN(c3ccc4nnc(CCC(=O)Nc5ccccc5OC)n4n3)CC2)c1,-1.1%,-5.3%,-9.5%,-13.4%,-6.8%,13.5%,-2.8%,-0.3%,-6.0,2.3%,3.7%
CC(C)Cn1c(N)c(C(=O)COC(=O)c2cccnc2Cl)c(=O)n(C)c1=O,0.3%,-8.3%,-16.6%,-6.2%,-4.0%,32.5%,-5.6%,1.5%,3.4,-0.7%,2.8%
COc1ccc(/C=N/NC(=O)C(=O)NCC2CCCO2)cc1 (centres undefined),5.1%,2.8%,9.4%,-0.6%,-0.2%,3.2%,17.1%,-2.3%,0.0,-16.0%,?
Cc1[nH]ncc1N=Cc1ccc([N+](=O)[O-])cc1,-1.4%,0.3%,?,-1.9%,0.9%,-20.4%,-3.8%,-0.3%,1.2,-2.3%,?
COC(=O)/C(=C\Nc1ccc(Cl)cc1Cl)NC(=O)c1ccc(Cl)cc1Cl,·,·,·,-3.3%,·,-4.0%,·,·,3.4,-12.6%,5.8%
CC(C)(C)n1nnnc1C(c1cccs1)N1CCN(c2ccccc2)CC1 (centres undefined),1.0%,-12.4%,1.4%,10.8%,4.4%,3.7%,-4.2%,-3.6%,3.0,-10.8%,-1.1%
CCCN1C(=O)/C(=C/c2ccncc2)SC1=S,-7.9%,-11.4%,1.0%,?,0.7%,-21.9%,-2.3%,-3.3%,0.7,3.9%,0.5%
N#Cc1ccc2c(c1)NC(=O)C1CCCN21 (centres undefined),-4.2%,-4.3%,11.5%,5.4%,0.1%,28.3%,-1.7%,-3.0%,0.6,-0.1%,7.6%
CN(C(=O)CSc1cc(Cl)ccc1Cl)C1CCS(=O)(=O)C1 (centres undefined),5.9%,·,7.5%,·,-0.1%,·,-3.7%,·,·,-8.3%,·
COc1cccc(/C=C/C(=O)c2ccc(NC3=NCCCS3)cc2)c1,-2.7%,1.3%,?,4.8%,?,?,-8.3%,-3.1%,4.6,16.9%,10.7µM*
Cc1nc2c(C)cccn2c1/C(O)=C1\C(=O)C(=O)N(CCN2CCOCC2)C1c1ccncc1 (centres undefined),-2.7%,-4.5%,2.0%,-3.4%,1.1%,-3.8%,4.0%,-5.1%,0.4,15.4%,5.1%
O=C(NNS(=O)(=O)c1ccccc1)c1csc(-c2cccnc2)n1,-3.4%,-2.4%,11.6µM*,-0.5%,-8.1%,11.4%,-4.1%,-3.4%,-9.1,-24.9%,0.0%
Cc1cc(C)nc(/N=C(/NC(=O)Nc2cccc(Cl)c2)Nc2ccccc2)n1,7.0%,0.7%,-17.2%,4.6%,0.2%,14.2%,-10.5%,1.8%,12.6,7.2%,?
S=c1[nH]nc(-c2ccncc2)n1CC1CCCO1 (centres undefined),-1.7%,-0.3%,-23.3%,-5.2%,-0.2%,-60.6%,6.7%,2.4%,1.2,8.4%,5.5%
c1ccc(Nc2nc3ccccc3n3cnnc23)cc1,5.1%,-2.2%,9.3%,1.6%,-0.3%,?,-4.6%,0.4%,-2.2,-53.8%,2.1%
COc1cc(/C=N/Nc2ccc(Cl)c(C(=O)O)c2)ccc1OC(=O)c1cccs1,23.2%,?,?,-1.2%,10.8%,?,-7.3%,21.6%,-4.5,-1.8%,23.9µM*
O=C1OC(c2ccc(Cl)cc2)=N/C1=C\C=C\c1ccco1,-9.7%,-4.4%,5.1%,-2.0%,1.4%,?,18.9%,-2.2%,-0.3,-15.1%,?
COc1ccc(N(Cc2cc3cccc(C)c3[nH]c2=O)S(=O)(=O)c2ccc(OC)cc2)cc1,4.5%,2.9%,-23.6%,-6.1%,-7.0%,0.4%,-3.3%,-1.6%,1.7,-18.2%,5.1%
COc1cccc(NC(=S)NNC(=O)c2c([N+](=O)[O-])c(C)nn2C)c1,-4.6%,-3.9%,7.7%,?,1.9%,2.51µM*,14.3%,2.1%,-0.6,-13.2%,4.7%
COc1ccc(C(=O)c2ncc(C(F)(F)F)cc2Cl)cc1,1.0%,-2.7%,-10.7%,-8.0%,0.2%,17.2%,-1.2%,-10.8%,6.7,25.0%,4.9%
O=C1CN(S(=O)(=O)c2ccccc2Cl)CCN1,0.5%,-6.8%,18.0%,·,2.5%,·,-2.3%,-8.8%,-3.0,-1.4%,-1.6%
Oc1ccccc1/C=N/c1c(-c2ccco2)nc2ccccn12,-0.3%,?,?,-3.2%,?,-19.3%,?,?,-2.6,15.7%,26.9µM*
Cc1ccc(SCC(=O)Nc2cc(S(=O)(=O)N3CCCCC3)ccc2C)cc1,0.0%,·,?,·,1.6%,·,14.3%,·,·,-3.2%,·
CC(C)Cn1cc(C(=O)N2CCN(c3ccccn3)CC2)c2c3ccccc3n(C)c2c1=O,-7.1%,0.7%,?,1.8%,0.2%,42.2%,-26.5%,0.5%,14.5,-30.8%,-8.6%
CC(Oc1cccc([N+](=O)[O-])c1)C(=O)NCCC1=CCCCC1 (centres undefined),-0.2%,0.0%,11.4%,·,0.3%,·,-3.5%,-0.6%,?,-26.5%,4.0%
SMILES,Tb PFK block,Rab9 promoter act,ELG1 repair inh,Gal4-VP16 FLuc,ELG1 genotox,RORg inh,p53 reactivator,NPC1 promoter act,TRPV1 agonist,BRCA1 expr act,FLuc counter
Clc1ccc(OCCNCCc2ccccc2)cc1,-1.9%,0.1%,-9.7%,13.1%,-4.3%,-29.1%[1.91 µM],·,0.5%,5.2,5.2%,-1.1%
COc1ccc(C2CCCN2C(=S)Nc2cccc(C)c2)cc1OC (centres undefined),1.2%,4.8%,?,-13.8%,-2.5%,?,-0.4%,-2.4%,2.0,10.3%,-3.4%
Cc1ccc(C)c(N2CCN(CC(=O)Nc3ccc4[nH]c(=O)[nH]c4c3)CC2)c1,2.5%,-2.4%,-0.3%,-8.7%,0.4%,?,-5.7%,-3.7%,?,-9.5%,9.0%
Cc1nnc(SCC(=O)Nc2ccc3c(c2)OCO3)s1,-1.9%,-0.6%,2.1%,-5.3%,0.0%,-4.0%,8.2%,8.6%,-3.1,0.1%,-5.6%
Cc1nnc(SC(C)C(=O)N(C)C2CCCCC2)n1N (centres undefined),-14.8%,7.6%,10.7%,·,-1.7%,·,10.1%,0.3%,2.3,3.1%,0.3%
Cc1cc(S(=O)(=O)N2CCCC2C(=O)N2CCOCC2)c(C)cc1Cl (centres undefined),6.8%,-1.2%,6.5%,2.5%,-0.8%,3.0%,-0.2%,0.9%,2.1,-3.1%,4.3%
CCOC(=O)c1c(C)nc2sc3c(c2c1-c1ccc(OC)cc1)NC(c1ccccc1)NC3=O (centres undefined),0.1%,3.5%,16.4µM*,-10.0%,-0.7%,?,-0.2%,-0.6%,·,-58.9%,-4.0%
Cc1ccc(S(=O)(=O)N(C)Cc2ccc(C(=O)N/N=C3\CC(=O)CC(C)(C)C3)cc2)cc1,0.9%,-3.3%,-10.4%,1.3%,0.8%,-2.2%,3.0%,0.9%,-1.2,-5.5%,-1.3%
COc1ccc(C2CC(C(F)(F)F)n3nc(C(=O)O)cc3N2)cc1 (centres undefined),1.7%,2.4%,12.1%,0.3%,-0.5%,17.8%,0.3%,0.5%,-2.2,16.4%,-13.5%
Cc1ccc(N2CCN(S(=O)(=O)c3ccc(F)cc3)CC2)c(C)c1,0.4%,-3.9%,-18.2%,-8.5%,0.6%,?,-4.3%,-0.6%,1.1,-4.2%,6.4%
CCCCC(=O)Nc1cccc(-c2nc3ncccc3o2)c1,4.4%,4.6%,-26.6%,1.5%,0.3%,32.6%[10 µM],-4.2%,-1.1%,0.7,28.5%,-16.1%
CC(=O)c1c(C)[nH]c(C(=O)OCC(=O)Nc2cc(S(=O)(=O)N3CCCCC3)ccc2C)c1C,-1.3%,-1.9%,?,-1.7%,-2.5%,?,-0.5%,-2.4%,-3.3,-10.5%,-4.3%
CCOc1ccc(N(CC)C(=O)c2nn(-c3ccc(OC)cc3)c(=O)c3c2c2ccccc2n3C)cc1,-3.6%,-7.8%,?,-12.0%,-2.8%,13.4%,1.6%,-6.9%,18.4,-0.5%,-2.0%&-2.3%
O=C(NNC(=O)c1ccccc1Cl)c1cccnc1,-3.6%,16.3%,?,-6.8%,4.2%,0.6%,-0.5%,-1.8%,0.7,17.9%,-11.4%
NS(=O)(=O)c1ccc(N=Nc2c(=O)[nH]n3c(=O)c4c([nH]c23)CCCC4)cc1,15.5%,1.2%,-2.8%,-6.7%,-0.9%,-18.2%,-2.0%,1.6%,-5.5,-18.3%,-12.7%
